RSV antiviral HEp-2: RSV antiviral activity via CPE protection, HEp-2 cells, primary 10 µM value included (AID 2391) | HEp-2 cells, RSV-induced CPE inhibition; higher % means a stronger effect | actives 0.13% (n = 310,000) | one-dose CPE inhibition, % at 10 µM; IC50 in µM for titrated hits; in the data active = a potency from the dose series; also: strong numbers were not always called active
West Nile antiviral: West Nile virus antiviral activity, cell-based, CPE readout (AID 1621). actives 0.02% (n = 290,000). West Nile virus-infected cells, CPE inhibition; higher % means a stronger effect. CPE inhibition, % at 10 µM, or IC50 in µM where a hit was titrated; in the data active = a potency from the dose series; also: strong numbers were not always called active
SV40 large T antigen: SV40 large T antigen inhibitors, biochemical (AID 1903) | inhibition, % at 20 µM, or IC50 in µM where a hit was titrated | actives 0.39% (n = 310,000) | SV40 large T antigen ATPase/helicase inhibition assay; higher % means a stronger effect; in the data active = a potency from the dose series; also: strong numbers were not always called active
MgcRacGAP inhibition: MgcRacGAP GTPase-activating activity inhibitors, confirmation, biochemical, ADP Hunter fluorescence | Rac GTPase-activating protein 1 (Homo sapiens) | MgcRacGAP-stimulated Rac1 GTP hydrolysis, ADP Hunter fluorescence; higher % means a stronger effect; GST-tagged Rac1 F28L mutant substrate | inhibition, % at 30 µM, or IC50 in µM where a hit was titrated | actives 0.6% (n = 340,000) | AID 624330, 2012;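 active = first-screen hits whose inhibition reached a set limit at any dose in the follow-up dose series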;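 also: fluorescence reports GDP produced by GAP-driven GTP hydrolysis; strong numbers were not always called active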
NS5 inhibitors: Dengue-2 NS5 methyltransferase inhibitors, primary screen, biochemical, confirmation dose response (AID 588689); Genome polyprotein (Dengue virus type 2 (strain 16681-PDK53)); Dengue-2 NS5 methyltransferase capping enzyme assay, biochemical; higher % means a stronger effect; inhibition, % at 25 µM, or IC50 in µM where a hit was titrated; actives 0.3% (n = 340,000); in the data active = a potency from the dose series
LYP phosphatase: inhibitors of LYP phosphatase, biochemical, fluorescence intensity, uHTS (AID 1779); recombinant LYP phosphatase, fluorescence intensity; higher % means a stronger effect; inhibition, % at 11.5 µM, or IC50 in µM where a hit was titrated; actives 0.054% (n = 290,000); in the data active = inhibition above about 50%;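 also: plate controls were vehicle with enzyme for no effect and no enzyme for full effect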
ER stress rescue: rescue of cells from ER stress-induced death, primary screen, 384-well, CSM14.1, thapsigargin, ATP luminescence (AID 1222). CSM14.1 thapsigargin-induced death rescue, ATP luminescence; higher % means a stronger effect. one-dose cellular ATP content (survival), % at 20 µM; EC50 in µM for titrated hits. 190,000 tested, under 10 active;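 active = EC50 below 50 µM in the dose-response confirmation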;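 also: death triggered by thapsigargin at about 15 µM added after 2 h compound pretreatment; cell ATP read after overnight thapsigargin exposure of roughly 18 to 22 hours; normalized against plate controls of thapsigargin alone and 5% DMSO vehicle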
GPR35 antagonists: GPR35 antagonists blocking zaprinast-driven arrestin recruitment, primary screen, imaging, U2OS, beta-arrestin-GFP, zaprinast agonist (AID 2058); actives 0.052% (n = 290,000); one-dose inhibition, % at 10 µM; IC50 in µM for titrated hits; U2OS GPR35 beta-arrestin-GFP translocation imaging, zaprinast antagonism; higher % means a stronger effect;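 active = inhibition of at least 50% with at least 30 cells and total cytoplasm GFP at most 10,000,000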
Salmonella PhoP GFP: inhibitors of PhoP regulon expression, primary screen, Salmonella Typhimurium, GFP reporter (AID 1863). S. Typhimurium PhoP-regulated promoter GFP reporter, 4 h; higher % means a stronger effect. one-dose inhibition, % at 50 µM; IC50 in µM for titrated hits. actives 0.16% (n = 300,000);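 active = inhibition over 29.93%, a cutoff 3 SD above the screen mean, later confirmed by dose response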;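 also: 0% = low Mg2+ inducing control and 100% = high Mg2+ repressing control; strong numbers were not always called active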
Active calls of the source: *; / = not tested or not shown. Outcome played no part in choosing rows (roughly 1.5% active in at least one column).

SMILES | RSV antiviral HEp-2 | West Nile antiviral | SV40 large T antigen | MgcRacGAP inhibition | NS5 inhibitors | LYP phosphatase | ER stress rescue | GPR35 antagonists | Salmonella PhoP GFP
CCOc1ccc2nc(NC(=O)c3cc([N+](=O)[O-])ccc3N3CCOCC3)sc2c1 | 16% | 1.9% | 8% | 12% | -2% | 5% | 0.5% | -16% | 1%
O=C(Cc1ccccc1Cl)Nc1ccc(S(=O)(=O)Nc2nccs2)cc1 | 1.7% | -0.1% | 2% | 9% | -7% | -10% | / | 7% | 0%
O=C(CSc1nnc(C2CC2)n1-c1ccccc1)Nc1ccc(N2CCOCC2)cc1 | 2.6% | 0.1% | 10% | -1% | 7% | -8% | -0.7% | 19% | -2%
Cc1cc(C(F)F)n2ncc(C(=O)O)c2n1 | 0.2% | 0.1% | 0% | -5% | -2% | 2% | -0.8% | 3% | -3%
CC(C)CN1C2CCCC1CC(NC(=S)NCc1ccco1)C2 (stereo not drawn) | -0.9% | -1.2% | 3% | 7% | -6% | -10% | -2.1% | 10% | -13%
O=CN1CCN(C(=O)c2cccc3c2-c2ccccc2C3=O)CC1 | 1.1% | -0.3% | 0% | 8% | -1% | -4% | / | -2% | 21%
COc1ccccc1-c1nc2ccccc2nc1-c1ccccc1OC | 1.1% | -0.4% | 5% | 3% | 2% | -2% | 0.7% | 6% | 14%
O=C(CSc1n[nH]c(-c2ccncc2)n1)Nc1ccc(Cl)cc1 | 2.9% | 0.8% | 12% | 1% | -8% | -1% | / | -4% | 3%
NNC(=O)Cn1c(COc2ccc(Cl)cc2)nc2ccccc21 | 1.4% | -0.1% | 11% | 7% | -6% | -7% | -1.7% | -7% | 11%
O=C(NCc1ccco1)c1cccc(F)c1 | 0.8% | 1.2% | -1% | -4% | -3% | 1% | 2.9% | 0% | 0%
Cc1cccn2c(=O)c(/C=C(\C#N)S(=O)(=O)c3ccccc3)c(N3CCN(c4ccccc4)CC3)nc12 | 9.5% | 1.1% | 8% | 12% | 9% | 8% | / | 2% | -8%
CNc1ccc(Oc2nc([N+](=O)[O-])nn2C)cc1 | -0.6% | 0.2% | 16% | 3% | -1% | -4% | 0.8% | 4% | 5%
CCN=c1scc(-c2cccs2)n1/N=C/c1cc(OC)ccc1O | 9.8% | -1.7% | 7% | 3% | 2% | -2% | -2.7% | 21% | -1%
CCOC(=O)c1cccc(NC(=O)CCc2nnc3ccc(N4CCCCC4)nn23)c1 | 2.8% | -0.2% | 5% | 8% | 3% | -11% | / | -10% | -3%
Cc1csc(NC(=O)CSc2nnc(Cc3cccn3C)n2CCc2ccccc2)n1 | 1.5% | -0.3% | 23% | 2% | -12% | 3% | / | -1% | 10%
CCOC(=O)NC(=O)CSc1ccccn1 | 2.2% | 0.0% | 5% | 1% | -3% | -7% | 0.0% | 2% | 0%
O=C(COC(=O)C1C2CC3OC(=O)C1C3C2)Nc1cccc(Cl)c1 (stereo not drawn) | 1.4% | 0.1% | 4% | 4% | -3% | -9% | / | 5% | -1%
CCOC(=O)C1CCCN(CCC(=O)Nc2cc(C)ccc2C)C1 (stereo not drawn) | 1.2% | 0.1% | 25% | 10% | -8% | -8% | 0.1% | 26% | -2%
CC(NC(=O)c1cc2c(s1)CS(=O)(=O)C2)c1ccccc1 (stereo not drawn) | 0.4% | 0.0% | 3% | 7% | -5% | -12% | / | 4% | 6%
O=C1NC(Cc2c[nH]c3ccccc23)C(=O)N1Cc1ccc(CN2C(=O)NC(Cc3c[nH]c4ccccc34)C2=O)cc1 (stereo not drawn) | 3.4% | 0.2% | 10% | 10% | -11% | -2% | -1.8% | 1% | -2%
Fc1ccc(-n2c(-c3cccs3)nc3nc4ccccc4nc32)cc1 | 2.4% | -0.5% | 14% | 7% | 0% | -12% | 2.1% | 2% | 0%
CCC(C)[C@H](NC(=O)NCc1ccco1)C(=O)O (stereo partly drawn) | 0.4% | 0.8% | 12% | -1% | -4% | -8% | 1.5% | -16% | -15%
CC1Cc2ccccc2N1C(=O)Cn1cc([N+](=O)[O-])cn1 (stereo not drawn) | 1.1% | -0.3% | 5% | 6% | 6% | -7% | -1.7% | 21% | -1%
O=C(NCCc1ccccc1)C1CCC(CNS(=O)(=O)c2ccccc2)CC1 (stereo not drawn) | 0.2% | 0.1% | 5% | -3% | 6% | -7% | / | 0% | -6%
COC(=O)COc1ccc(/C=N/NC(=O)c2ccc(N(Cc3ccccc3)S(C)(=O)=O)cc2)cc1 | 0.2% | -0.1% | 12% | 7% | 1% | -4% | -0.4% | -5% | 7%

At a glance, some entries already given.
SMILES | RSV antiviral HEp-2 | West Nile antiviral | SV40 large T antigen | MgcRacGAP inhibition | NS5 inhibitors | LYP phosphatase | ER stress rescue | GPR35 antagonists | Salmonella PhoP GFP
CCOC(=O)c1cccc(NC(=O)CCc2nnc3ccc(N4CCCCC4)nn23)c1 | 2.8% | -0.2% | 5% | 8% | 3% | -11% | / | -10% | -3%
Cc1csc(NC(=O)CSc2nnc(Cc3cccn3C)n2CCc2ccccc2)n1 | 1.5% | -0.3% | 23% | 2% | -12% | 3% | / | -1% | 10%
CCOC(=O)NC(=O)CSc1ccccn1 | 2.2% | 0.0% | 5% | 1% | -3% | -7% | 0.0% | 2% | 0%
O=C(COC(=O)C1C2CC3OC(=O)C1C3C2)Nc1cccc(Cl)c1 (stereo not drawn) | 1.4% | 0.1% | 4% | 4% | -3% | -9% | / | 5% | -1%
CCOC(=O)C1CCCN(CCC(=O)Nc2cc(C)ccc2C)C1 (stereo not drawn) | 1.2% | 0.1% | 25% | 10% | -8% | -8% | 0.1% | 26% | -2%
CC(NC(=O)c1cc2c(s1)CS(=O)(=O)C2)c1ccccc1 (stereo not drawn) | 0.4% | 0.0% | 3% | 7% | -5% | -12% | / | 4% | 6%
O=C1NC(Cc2c[nH]c3ccccc23)C(=O)N1Cc1ccc(CN2C(=O)NC(Cc3c[nH]c4ccccc34)C2=O)cc1 (stereo not drawn) | 3.4% | 0.2% | 10% | 10% | -11% | -2% | -1.8% | 1% | -2%
Fc1ccc(-n2c(-c3cccs3)nc3nc4ccccc4nc32)cc1 | 2.4% | -0.5% | 14% | 7% | 0% | -12% | 2.1% | 2% | 0%
CCC(C)[C@H](NC(=O)NCc1ccco1)C(=O)O (stereo partly drawn) | 0.4% | 0.8% | 12% | -1% | -4% | -8% | 1.5% | -16% | -15%
CC1Cc2ccccc2N1C(=O)Cn1cc([N+](=O)[O-])cn1 (stereo not drawn) | 1.1% | -0.3% | 5% | 6% | 6% | -7% | -1.7% | 21% | -1%
O=C(NCCc1ccccc1)C1CCC(CNS(=O)(=O)c2ccccc2)CC1 (stereo not drawn) | 0.2% | 0.1% | 5% | -3% | 6% | -7% | / | 0% | -6%
COC(=O)COc1ccc(/C=N/NC(=O)c2ccc(N(Cc3ccccc3)S(C)(=O)=O)cc2)cc1 | 0.2% | -0.1% | 12% | 7% | 1% | -4% | -0.4% | -5% | 7%

Carrying on:
SMILES | RSV antiviral HEp-2 | West Nile antiviral | SV40 large T antigen | MgcRacGAP inhibition | NS5 inhibitors | LYP phosphatase | ER stress rescue | GPR35 antagonists | Salmonella PhoP GFP
CCC(C)NC(=O)COCc1cc(-c2ccc3c(c2)OCO3)on1 (stereo not drawn) | 0.7% | -0.4% | 27% | 3% | -5% | -5% | / | 0% | -1%
COC(CC(=O)NNC(=S)Nc1ccc(Cl)cc1)OC | 1.1% | 0.1% | 14% | 6% | -13% | -9% | 0.3% | 6% | 15%
N=C(N)n1c(N)nc2ccccc2c1=O | 0.0% | 0.0% | 2% | 8% | 0% | 0% | / | -6% | -4%
CC(=O)c1ccccc1OCC(O)CNC1CCCC1 (stereo not drawn) | 0.0% | -0.1% | 6% | 1% | 0% | -12% | / | 2% | -11%
O=C(COC(=O)CN1C(=O)C(=O)c2ccccc21)OCN1C(=O)c2ccccc2C1=O | 2.2% | 1.6% | 2% | 7% | -6% | -8% | 16% | -9% | -1%
COc1ccc(-n2cc(-c3ccccc3)c3c(=O)[nH]cnc32)cc1 | 2.4% | -0.9% | 1% | 0% | -5% | -6% | -0.7% | -4% | 0%
CCCOC(=O)CSc1nc(N)c(C#N)c(CC)c1C#N | 2.3% | -0.5% | -4% | 0% | 2% | 4% | -2.6% | -5% | -3%
CCO[C@H]1OC(C(=O)Nc2ccccc2)=C[C@@H](C2CC2)[C@@H]1CCCO | 0.1% | -0.1% | -4% | 12% | -6% | -5% | -0.3% | -2% | 5%
COc1cccc(NC(=S)NCCN2CCOCC2)c1 | 0.3% | -0.3% | 0% | 5% | -4% | 4% | 14% | -7% | 11%
CC(C)(C)NC(=O)CSc1nnc(C2CC2)n1-c1ccccc1 | 2.7% | 0.1% | 13% | -6% | 1% | -8% | 0.2% | -2% | -3%
COc1ccc(OC)c(NC(=O)c2cc(-c3c(C)cc(C)cc3O)n[nH]2)c1 | 6.8% | -0.2% | 6% | 10% | -7% | -9% | / | -4% | -2%
O=C(c1cnn2c(C(F)(F)F)cc(-c3ccc4c(c3)OCO4)nc12)N1CCCC1 | 2.0% | 0.4% | 15% | -2% | 1% | -4% | 1.2% | -9% | 6%
Cc1ccc(-n2c(SCC(=O)NC3CCCCC3)nc3c(c2=O)SCC3)cc1 | 0.4% | -0.3% | -1% | 1% | 1% | -3% | / | -5% | -6%
CN1CCN(S(=O)(=O)c2cccc(C(=O)N(c3ccccn3)C3CCCCC3)c2)CC1 | -0.4% | -0.5% | -1% | 12% | 1% | 0% | 0.3% | -2% | -2%
COc1ccc(/C=N/NC(=O)CC2N=C(Cc3ccccc3)NNC2=O)cc1OC (stereo not drawn) | 1.0% | 0.0% | 0% | -2% | -2% | -6% | -1.0% | -3% | 2%
CCN(CC)CCNC(=O)c1ccc(NC(=O)c2cn(-c3ccccc3)nc2-c2cccs2)cc1 | -3.0% | -1.9% | 7% | 17% | 6% | -13% | -3.4% | 10% | 4%
Cc1cc(C(=O)NCc2cccs2)cs1 | 0.6% | 0.3% | -4% | 6% | -9% | 2% | / | -15% | 42%
Cc1cccc(N(Cc2ccccc2)C(=O)c2ccccc2S(C)(=O)=O)c1 | 1.6% | -0.6% | 2% | 4% | 0% | -6% | / | 5% | -4%
CCOc1ccccc1NC(=O)CN1CCC(C(=O)c2ccc(F)cc2)CC1 | 6.3% | 0.0% | 23% | 11% | -1% | -2% | / | 5% | 1%
C/C(=N\Nc1nnc2c3ccccc3n(C)c2n1)c1ccc(C)o1 | 0.9% | -0.5% | 25% | 11% | -5% | -5% | -2.4% | 0% | -1%
O=C(CSc1n[nH]c(-c2ccco2)n1)Nc1ccc(F)cc1 | -0.2% | -0.2% | 21% | 4% | -9% | -7% | / | 9% | 0%
CCOc1ccc(CN(Cc2ccco2)S(=O)(=O)c2ccc(-n3cnnn3)c(OC)c2)cc1 | 1.3% | -0.9% | 0% | 5% | -1% | -4% | 8.2% | 2% | 0%
CC1CCCC(NC(=S)NC(=O)c2ccccc2Br)C1C (stereo not drawn) | 13% | -1.9% | -40% | 8% | -5% | 2% | -4.0% | -20% | 25%

Bioassay records: PubChem BioAssay, several laboratories
